Assay outcomes as filed in PubChem BioAssay.
INS promoter inh – TRM-6 insulin promoter activity inhibition; TRM-6 cells (human fetal islet line), insulin promoter-eGFP reporter, imaging; reporter expression induced with tamoxifen; inhibition, % at 2 µM; hit rate 0.9% among 130,000; AID 1273;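 active = inhibition above the mean plus 3 SD, with well images judged a real hit on visual review, cut at about 60% in these data, passing the limit was not always enough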
SDO1 yeast rescue – sdo1-depleted yeast growth rescue | S. cerevisiae sdo1-depleted JHY4D growth rescue, OD600 30 h; stronger effect = higher value; pdr5 snq2 efflux-pump mutant strain | z-score at 10 µM | hit rate 0.21% among 140,000 | AID 817;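 active = z-score above 3 at both the 24 hr and the 30 hr optical density reads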;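 note: z-score against mean and SD of all compound wells on the same plate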
SDO1 yeast rescue Rescue 24 h – second read-out of SDO1 yeast rescue, no call of its own (marks repeat the call); z-score; S. cerevisiae sdo1-depleted JHY4D growth rescue, OD600; measured here: growth rescue at 24 h;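 0 is the plate mean of compound wells and units are plate SD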
Starred values were filed as active, the others as inactive; . = not tested or not shown. Some of the compounds tested; the hit share may differ from the screen's.

A first look (seven entries):
INS promoter inh | SDO1 yeast rescue | SDO1 yeast rescue Rescue 24 h | mol
16 | -0.74 | -1.3 | Cc1cc(C(C)(C)C)oc1C(=O)N(CC(=O)NC1CCCC1)c1cccc(C(F)(F)F)c1
. | -0.57 | 0.73 | COc1cc(-c2nc(-c3ccccc3)c(-c3ccc(F)cc3)[nH]2)cc2c1OCO2
0 | -0.56 | -0.62 | COc1ccc(S(=O)(=O)Nc2ccc(Oc3ncccn3)c(Cl)c2)cc1
38 | -1.7 | -1.1 | Cc1cccc(C)c1NC(=O)CSc1nc(-c2ccco2)cc(C(F)(F)F)n1
30 | -1.1 | -1.9 | Cc1cccc(/C=N\NC(=O)c2sccc2-n2cccc2)c1
19 | 0.3 | 0.45 | CCc1cc([N+](=O)[O-])cc(CC)c1N
45 | 3.9* | 3.6* | C=CCOC(=O)Nc1c(C(=O)OC)[nH]c2ccccc12

The list itself (from the top)
INS promoter inh | SDO1 yeast rescue | SDO1 yeast rescue Rescue 24 h | mol
16 | -0.74 | -1.3 | Cc1cc(C(C)(C)C)oc1C(=O)N(CC(=O)NC1CCCC1)c1cccc(C(F)(F)F)c1
. | -0.57 | 0.73 | COc1cc(-c2nc(-c3ccccc3)c(-c3ccc(F)cc3)[nH]2)cc2c1OCO2
0 | -0.56 | -0.62 | COc1ccc(S(=O)(=O)Nc2ccc(Oc3ncccn3)c(Cl)c2)cc1
38 | -1.7 | -1.1 | Cc1cccc(C)c1NC(=O)CSc1nc(-c2ccco2)cc(C(F)(F)F)n1
30 | -1.1 | -1.9 | Cc1cccc(/C=N\NC(=O)c2sccc2-n2cccc2)c1
19 | 0.3 | 0.45 | CCc1cc([N+](=O)[O-])cc(CC)c1N
45 | 3.9* | 3.6* | C=CCOC(=O)Nc1c(C(=O)OC)[nH]c2ccccc12
. | -1 | 0.23 | CC(C)Sc1nc2c(cnn2-c2ccccc2)c(=O)[nH]1
. | 0 | -0.16 | CN(C)c1ccc(C2C3C(=O)NC(=O)C3ON2c2ccc(Cl)cc2)cc1 (stereo not drawn)
-17 | 0.72 | 0.07 | COc1ccc(Cc2nnc(NC(=O)CSc3ccccc3)s2)cc1OC
. | 0.81 | 1.1 | COCCNC(=O)c1ccc(CS(=O)(=O)c2ccc(C)cc2)o1
-86 | . | . | CN(CC(=O)N1CCN(c2ccc(F)cc2)CC1)S(=O)(=O)c1ccc2c(c1)c(=O)n(C)c(=O)n2C
0 | -1.5 | -1.7 | N#Cc1c(NC(=O)C2CC(c3ccccc3O)=NO2)sc2c1CCC2 (stereo not drawn)
8 | -1.2 | -0.82 | CCOc1cc(-c2c(C#N)c(N)nc3c2CCc2ccccc2-3)ccc1O
-26 | -0.91 | -1 | COc1cc2c(cc1OC)C(c1cccs1)N(C(=O)C(C)C)CC2 (stereo not drawn)
-69 | 0.09 | 0.38 | Cc1cccc(CSc2nc3c(cc2C#N)CCC3)c1
50 | -0.76 | -0.86 | Cc1ccnc(NC(=O)CCCc2ccccc2)c1
-33 | 1.7 | 0.45 | Cc1ccc(CNC(=O)c2cnccn2)cc1
. | 0.54 | 0.18 | CCCC(c1nnnn1Cc1ccccc1)N1CCC(C(N)=O)CC1 (stereo not drawn)
-93 | -0.01 | 0.47 | Cc1ccc(-c2cc(C(=O)NCc3ccco3)no2)cc1
-44 | 0.83 | 3 | CN1/C(=C\C=C(/C#N)C(=O)Nc2ccc(Cl)cc2)C(C)(C)c2ccccc21
. | 0.2 | -1.3 | CN1CCN(/N=C/c2ccc(Cl)c(Cl)c2)CC1
9 | -0.1 | 0 | CC(C)(C)C(=O)NC(=S)Nc1cc(C(=O)O)ccc1Cl
-58 | -0.55 | -0.66 | Cc1ccc2c(c1)cc(C)c1nnc(SCC(=O)NCc3ccco3)n12
-44 | 0.42 | -0.34 | Cc1cc(C)n(-c2nncn2/N=C/c2ccccc2F)n1
-23 | 0.09 | -1.2 | CC(C)=CCC/C(C)=C/CN(CC(C)O)CC(C)O (stereo not drawn)
. | 0.43 | 0.14 | C=CCc1cccc(/C=N/c2nc3ccccc3n2CC)c1O
-38 | -0.01 | 0.88 | CCCCC(=O)N/N=C/c1cc([N+](=O)[O-])ccc1N1CCOCC1
13 | 0.42 | -0.43 | O=C(O)c1cc(N2C(=O)C3CC=CCC3C2=O)ccc1NCc1cccnc1 (stereo not drawn)
. | 0.23 | -0.14 | CSCC[C@@H](C(=O)Nc1ccc2c(c1)OCCO2)N1Cc2ccccc2C1=O
13 | 1.1 | 1.2 | NC(=O)CSc1c[nH]c2ccccc12
43 | -1.1 | -1.2 | COc1cc(C2N=C(c3ccccc3)NO2)cc(Br)c1O (stereo not drawn)
0 | -1.3 | -1.6 | CCOC(=O)CNC(c1ccccc1)c1cc(Br)ccc1NC(=O)CCN1CCOCC1 (stereo not drawn)
. | -0.92 | -0.24 | COc1cccc(-c2cc(C(=O)Nc3cnn(Cc4ccc(F)cc4)c3)no2)c1
. | -0.57 | 0.12 | CCC1CCCCN1Cc1nc2c(c(=O)n(C)c(=O)n2C)n1Cc1ccccc1 (stereo not drawn)
-10 | 0.29 | -0.15 | Nc1nnc(SCc2ccc(Cl)cc2)s1
. | -0.56 | -0.2 | CCOC(=O)c1c(C)c(C(=O)NCCCN2CCCC2=O)c(C)n1CC
-5 | . | . | O=C(CSc1nnc(SCc2ccc(Cl)cc2)s1)N/N=C/c1ccc(Cl)cc1Cl
76* | -0.65 | -0.54 | CCC(=O)Nc1cc(C)c(NC(=O)C23CC4CC(CC(C4)C2)C3)cn1
13 | -0.2 | -1.5 | CCOC(=O)C(=O)/C(=C\N(C)C)c1onc(-c2c(Cl)cccc2Cl)c1C(=O)OC
34 | 0.79 | 0.53 | O=C(NC1CCCC1)C(c1ccncc1)N(CC1CCCO1)C(=O)Cn1nnc(-c2cccs2)n1 (stereo not drawn)
0 | -0.75 | -0.31 | O=C(Nc1cccnc1)c1ccc(COc2ccccc2Cl)o1
. | -0.5 | -0.77 | Cn1cc(SCC(=O)Nc2nccs2)c2ccccc21
45 | 0.17 | -0.88 | CCn1c(SCC(=O)c2ccc(NS(=O)(=O)c3ccccc3)cc2)nnc1-c1cccs1
19 | . | . | Cc1ccnc(SCC(=O)c2ccc(Br)s2)n1
. | 0.6 | 0.24 | CC(C)n1nnc2c(=O)oc3ccccc3c21
2 | -2 | -1.8 | O=C(Nc1nnc(-c2ccccc2)o1)c1cc(-c2cccs2)nc2ccccc12
-20 | . | . | Cc1nn(-c2ccccc2)c(N2CCCC2)c1C=O
13 | 0.22 | 0.18 | COC(=O)C(C(=O)OC)C(C[N+](=O)[O-])c1ccc(OC)cc1 (stereo not drawn)
. | 0.48 | 0.45 | CC(=O)N1CCCc2cc(S(=O)(=O)N(C)CCC#N)ccc21
55 | -1.1 | -1.5 | CCOc1ccc(/C(O)=C2/C(=O)C(=O)N(Cc3cccnc3)C2c2ccc(N(C)C)cc2)c(C)c1 (stereo not drawn)
-29 | -1.2 | -0.56 | COC(=O)c1cccc(NC(=S)NCCC2=CCCCC2)c1
. | -1.1 | -0.56 | O=C(c1cc(-c2ccc(Cl)c(Cl)c2)on1)N1CCN(c2ccccc2)CC1
-10 | -1.7 | -1.3 | N/C(=N\OC(=O)c1ccc(F)cc1)c1ccccc1
-26 | 1.5 | 0.72 | COc1cccc(NC(C(=O)Nc2cccc(C(C)=O)c2)c2ccccc2)c1 (stereo not drawn)
-10 | 0.86 | 0.54 | O=C(Nc1ccccc1F)c1ccccc1-c1ccc(C(F)(F)F)cc1

Random excerpt: 3 entries already listed
INS promoter inh | SDO1 yeast rescue | SDO1 yeast rescue Rescue 24 h | mol
-10 | -1.7 | -1.3 | N/C(=N\OC(=O)c1ccc(F)cc1)c1ccccc1
-29 | -1.2 | -0.56 | COC(=O)c1cccc(NC(=S)NCCC2=CCCCC2)c1
13 | 0.22 | 0.18 | COC(=O)C(C(=O)OC)C(C[N+](=O)[O-])c1ccc(OC)cc1 (stereo not drawn)

Other results follow.
INS promoter inh | SDO1 yeast rescue | SDO1 yeast rescue Rescue 24 h | mol
-25 | 0.08 | -0.75 | CCn1nnnc1-c1ccc(OC)c(S(=O)(=O)NCc2ccccc2)c1
-3 | . | . | COc1ccc(NC(=S)NCC(c2ccco2)N2CCCC2)cc1 (stereo not drawn)
12 | 1.5 | 1.6 | Cc1ccc(CNC(=O)C2(C)Oc3ccccc3NC2=O)cc1 (stereo not drawn)
. | -0.65 | -0.53 | COc1ccc(-c2csc(Nc3ccc(S(N)(=O)=O)cc3)n2)cc1
-9 | 0.84 | 0.29 | COC(=O)NNC(=O)c1ccccc1C
20 | 0.12 | -0.27 | O=C(CO/N=C1\CCCc2nonc21)Nc1ccccc1Cl
12 | -0.64 | -1.2 | Cc1ccccc1OCc1nnc(SCC(=O)Nc2ccc3c(c2)OCO3)n1C
36 | -0.48 | -0.97 | NC(=O)Cn1c(=O)n(Cc2ccco2)c(=O)c2c3c(sc21)CCCCC3
22 | 0.2 | -0.28 | COc1ccc(N2C(=O)CC(N3CCC(O)(c4ccc(Br)cc4)CC3)C2=O)cc1 (stereo not drawn)
34 | 1.4 | 1.8 | Cc1nc(SCC(=O)Nc2ccnc3ccccc23)n[nH]1
. | -0.05 | 0.94 | CC(C)c1ccc(NC(=O)CSc2nc(-c3ccccc3F)nc3nc[nH]c23)cc1
. | 0.08 | 1.9 | CC(=O)Nc1ccc(S(=O)(=O)N2CCc3c(Cl)cccc3C2)cc1
-73 | . | . | C#CCN1C(=O)C(O)(CC(=O)/C=C/C=C/c2ccccc2)c2ccccc21 (stereo not drawn)
0 | . | . | NC(=S)N/N=C/c1ccc(-c2ccccc2)o1
. | -0.78 | -0.39 | Fc1cc(Br)ccc1Nc1nc2ccccc2n2nnnc12
29 | -0.65 | -0.41 | CCOC(=O)n1c(SCC(=O)N(CC)CC)nc2ccccc21
29 | 0.32 | 1.9 | COC(=O)c1ccc(C(NC(=O)OCc2ccccc2)/C(F)=C/[C@@H](C)C(=O)NCc2ccc(-c3ccccc3)cc2)cc1 (stereo partly drawn)
18 | 0.43 | 0.46 | COc1ccc(Oc2coc3cc(OC(=O)N4CCOCC4)ccc3c2=O)cc1
-91 | 0.3 | 0.58 | C=CCN(CC=C)CC(O)Cn1c2ccccc2c2ccccc21 (stereo not drawn)
. | -0.55 | -1 | COC(=O)c1ccccc1NC(=O)COC(=O)c1cccnc1
-11 | 1.3 | 1.7 | CCOC(=O)N1CCN(C2CC(=O)N(c3ccc(Oc4ccccc4)cc3)C2=O)CC1 (stereo not drawn)
29 | . | . | CC1(C)CC(N2CCCCC2)=CC(=[N+]2CCCCC2)C1
4 | 0.8 | 1.1 | CNC(=O)Nc1ccccc1C(=O)NCc1ccccc1
. | -0.58 | -0.83 | Cc1ccc(C(=O)C2CCN(CC(=O)Nc3nc(C)cs3)CC2)cc1
-14 | 0.14 | -0.38 | CN1CCN(CC(=O)Nc2nnc(-c3cccs3)s2)CC1
13 | . | . | CN(C)/C=C(\C=O)c1onc(-c2ccccc2Cl)c1C#N
-10 | 1.2 | 0.81 | CCOc1ccc(N2C(=O)CC(N3CCN(C4CCc5ccccc5C4)CC3)C2=O)cc1 (stereo not drawn)
-51 | -0.36 | -0.95 | C=CCOc1c(Br)cc(C2NC(=O)NC(C)=C2C(C)=O)cc1OCC (stereo not drawn)
. | -1.4 | 0.2 | O=S(=O)(NCc1ccccc1)c1ccc(S(=O)(=O)N(Cc2ccccn2)Cc2ccco2)cc1
26 | -0.6 | 0.08 | CCn1c(-c2csc3c2CCCC3)n[nH]c1=S
. | 0.89 | 0.78 | Cc1nc(Cl)sc1C(=O)Nc1ccc(Cl)cc1
27 | -0.78 | -1.1 | CCO/C(C)=N/n1c2nc3ccccc3nc2c2c(=O)n(Cc3ccccc3Cl)c(C)nc21

Copied from the list.
CCn1c(-c2csc3c2CCCC3)n[nH]c1=S – SDO1 yeast rescue Rescue 24 h: 0.08
CCO/C(C)=N/n1c2nc3ccccc3nc2c2c(=O)n(Cc3ccccc3Cl)c(C)nc21 – SDO1 yeast rescue Rescue 24 h: -1.1

The list goes on.
INS promoter inh | SDO1 yeast rescue | SDO1 yeast rescue Rescue 24 h | mol
-30 | 0.05 | 0.19 | COc1cc(Cl)c(C)cc1NC(=O)CCCn1c(=O)oc2ccccc21
-41 | 1.3 | 1.4 | CC(C)Cc1ccc(C(C)C(=O)N2CCOCC2)cc1 (stereo not drawn)
-47 | . | . | O=C(NC1CCCCCCC1)c1cc(-c2ccccn2)nc2ccccc12
44 | 0.33 | -0.14 | Cc1ccc(-c2nn(CC(=O)N(C)C)c(=O)c3ccccc23)cc1S(=O)(=O)N(C)C
-31 | . | . | COc1ccc(/C=C(/NC(=O)c2ccc(C)cc2)C(=O)NCC2CCCO2)cc1 (stereo not drawn)
-25 | -2 | -2.1 | CN(CC(=O)Nc1nc2ccccc2s1)S(=O)(=O)c1ccc(Cl)cc1
-60 | -0.59 | -0.14 | CC1CCC(NC(=O)COc2ccc(C(=O)c3ccccc3)cc2)CC1 (stereo not drawn)
. | -0.75 | -0.82 | COc1ccccc1CC1(C)NC(=O)N(CC(=O)N2CC(C)OC(C)C2)C1=O (stereo not drawn)
50 | -0.54 | -0.81 | Cc1ccccc1N1C(=O)[C@@H]2Cc3ccccc3CN2C1=O
-92 | 0.46 | 0.79 | Cc1cccc2nc(CSc3nc4ccc([N+](=O)[O-])cc4[nH]3)cn12
36 | 0.71 | -0.03 | CCN1C=C(Cc2ccc(F)cc2)C2=C(C1)C(c1ccc(F)cc1)C(C#N)=C(N)O2 (stereo not drawn)
36 | -1.2 | -0.89 | Cc1cc(C)nc(NC(=O)C(c2ccccc2)c2ccccc2)c1
-29 | . | . | CCCc1cc(=O)[nH]c(SCC(=O)Nc2cc(C)on2)n1
. | 1.3 | 2.3 | COc1ccc(-c2ncccc2OC(=O)C23CC4CC(CC(C4)C2)C3)cc1
-2 | 1.5 | 1.5 | Cc1ccc2cccc(SCC(=O)N3CCOCC3)c2n1
15 | . | . | COc1ccccc1N=CC=C1OC(C)(C)C(C)(C)O1
